Compound activity deposited in PubChem BioAssay by The Scripps Research Institute Molecular Screening Center.
GSTO1 counter – blocks human GSTO1 in RBBP9 counter-screen. P78417. recombinant GSTO1, activity-based probe fluorescence polarization. inhibition, % at 5.96 µM. 300,000 tested, 1.1% active. AID 1974;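 active means inhibition above the campaign mean inhibition plus 3 SD, cut at about 35% in these data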;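 further: 0% = GSTO1-1 with DMSO and 100% = wells lacking GSTO1-1 enzyme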
LYPLA2 inh – LYPLA2 (human) inhibition in PME1 counter-screen. recombinant LYPLA2, FP-Rh probe fluorescence polarization. 320,000 tested, 0.38% active. AID 2177. inhibition, % at 5.9 µM. O95372;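 active means inhibition above the screen-wide mean plus 3 SD, limit set per campaign, cut at about 26% in these data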;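 further: 0% = LYPLA2 with DMSO and 100% = wells lacking LYPLA2 enzyme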
Target sequence (O95372 whole entry, looked up): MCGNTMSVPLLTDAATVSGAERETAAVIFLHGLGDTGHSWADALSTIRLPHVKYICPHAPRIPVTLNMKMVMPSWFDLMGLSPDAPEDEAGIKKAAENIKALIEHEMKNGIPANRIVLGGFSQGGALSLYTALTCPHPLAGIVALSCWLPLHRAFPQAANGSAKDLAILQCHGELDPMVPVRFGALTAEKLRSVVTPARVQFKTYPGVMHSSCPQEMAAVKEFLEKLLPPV
PME-1 inh – blocks human protein phosphatase methylesterase 1 | 320,000 tested, 0.53% active | inhibition, % at 5.9 µM | Q9Y570 | recombinant PME-1, FP-Rh probe fluorescence polarization;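 active means inhibition above the campaign mean of all compounds plus 3 SD, cut at about 26% in these data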;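 further: competitive labeling of PME-1 active site by serine hydrolase directed probe; 0% = PME-1 with DMSO and 100% = wells lacking PME-1 enzyme; inhibitors block probe labeling so polarization falls and inhibition rises; many of its hits are not listed in these tables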
Target sequence (Q9Y570 whole entry, looked up): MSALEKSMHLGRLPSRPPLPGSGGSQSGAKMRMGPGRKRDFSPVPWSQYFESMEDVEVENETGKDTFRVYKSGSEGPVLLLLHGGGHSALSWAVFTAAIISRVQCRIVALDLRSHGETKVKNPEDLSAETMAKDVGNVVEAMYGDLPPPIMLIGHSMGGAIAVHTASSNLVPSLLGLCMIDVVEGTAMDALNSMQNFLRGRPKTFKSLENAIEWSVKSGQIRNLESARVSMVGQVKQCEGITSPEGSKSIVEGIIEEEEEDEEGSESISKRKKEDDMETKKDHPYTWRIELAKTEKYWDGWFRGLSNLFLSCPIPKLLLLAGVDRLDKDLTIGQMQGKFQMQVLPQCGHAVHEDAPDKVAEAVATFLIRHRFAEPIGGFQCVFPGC
PAFAH1B2 FP inh – PAFAH1B2 (human) inhibition | P68402 | recombinant PAFAH1B2, FP-rhodamine activity probe, fluorescence polarization | inhibition, % at 3.39 µM | 340,000 tested, 1.2% active;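 active means inhibition above the mean of all tested compounds plus 3 SD, cut at about 24% in these data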;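 further: 0% = enzyme with DMSO and 100% = wells lacking PAFAH1B2; many of its hits are not listed in these tables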
PAFAH1B3 FP inh – inhibitors of human PAFAH1B3; Q15102; 340,000 tested, 0.28% active; inhibition, % at 3.39 µM; recombinant PAFAH1B3, FP-rhodamine probe, fluorescence polarization;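 active means inhibition above the screen-wide average of all tested compounds plus 3 SD, cut at about 25% in these data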;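 further: 0% = enzyme with DMSO only and 100% = wells lacking PAFAH1B3 protein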
Target sequence (Q15102 whole entry, looked up): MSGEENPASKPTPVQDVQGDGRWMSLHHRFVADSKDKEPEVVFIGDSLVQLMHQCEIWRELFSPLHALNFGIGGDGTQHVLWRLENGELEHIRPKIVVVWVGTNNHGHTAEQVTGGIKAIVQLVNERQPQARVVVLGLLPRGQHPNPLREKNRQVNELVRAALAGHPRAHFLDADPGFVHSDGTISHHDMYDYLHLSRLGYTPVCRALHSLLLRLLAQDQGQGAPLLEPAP
LYPLA1 inh – LYPLA1 (human) inhibition in PME1 counter-screen. recombinant LYPLA1, FP-Rh probe fluorescence polarization. 320,000 tested, 0.16% active. AID 2174. O75608. inhibition, % at 5.9 µM;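 active means inhibition above the mean of all tested compounds plus 3 SD, set per campaign, cut at about 14% in these data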;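 further: inhibitors block serine hydrolase probe labeling of LYPLA1 so polarization falls; 0% = enzyme with DMSO and 100% = wells lacking LYPLA1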
Target sequence (O75608 whole entry, looked up): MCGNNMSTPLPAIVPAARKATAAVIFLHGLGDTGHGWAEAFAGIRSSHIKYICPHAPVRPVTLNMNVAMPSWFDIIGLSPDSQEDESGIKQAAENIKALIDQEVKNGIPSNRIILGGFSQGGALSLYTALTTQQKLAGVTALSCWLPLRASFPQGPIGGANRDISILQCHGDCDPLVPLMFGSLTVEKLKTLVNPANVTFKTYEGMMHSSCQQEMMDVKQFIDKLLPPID
PREPL inhibitor – inhibits the human prolyl oligopeptidase-like enzyme; recombinant PREPL, fluorescence polarization activity-based probe; AID 2751; Q4J6C6; inhibition, % at 5.96 µM; 320,000 tested, 0.68% active; in the data active means inhibition above about 43%;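 further: 0% = enzyme with DMSO and 100% = wells lacking enzyme; many of its hits are not listed in these tables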
pPAFAH inh – pPAFAH (human) enzyme inhibition. recombinant pPAFAH, FP-rhodamine probe fluorescence polarization. Q13093. inhibition, % at 3.39 µM. 330,000 tested, 1.5% active. AID 463082;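 active means inhibition above the mean inhibition across the screen plus 3 SD, cut at about 25% in these data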;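 further: inhibitors block binding of the rhodamine activity-based probe so polarization drops; 0% = enzyme with DMSO and 100% = wells lacking pPAFAH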
PAD4 FP inh – inhibitors of human PAD4. inhibition, % at 6.36 µM. 330,000 tested, 0.41% active. recombinant PAD4, RCA probe fluorescence polarization;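 active means percent inhibition above a cutoff equal to the mean of all tested compounds plus 3 SD, cut at about 15% in these data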;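 further: 0% = PAD4 with RCA probe and DMSO and 100% = probe without PAD4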
The depositor's hits bear a star; / = no result given; & = joins results of further samples. Only part of the results is shown; rates above refer to the full screens.

SMILES | GSTO1 counter | LYPLA2 inh | PME-1 inh | PAFAH1B2 FP inh | PAFAH1B3 FP inh | LYPLA1 inh | PREPL inhibitor | pPAFAH inh | PAD4 FP inh
CCOc1ccc2cc(S(=O)(=O)n3ccnc3C)ccc2c1 | 7 | 1 | 3 | 6 | 1 | 1 | 1 | 3 | 0
CC1C(=O)N(Cc2ccc([N+](=O)[O-])cc2)c2ccccc2N1C(=O)C1CC1 (stereo unspecified) | -8 | 1 | 1 | / | / | 1 | 2 | 1 | -12
O=C(NCCc1c[nH]c2ccccc12)c1cc(Cl)c2c(c1)OCO2 | -1 | -9 | 3 | 7 | 0 | 0 | -11 | 1 | -7
COc1cc(OC)cc(C(=O)Nc2ccc(S(=O)(=O)Nc3ccccn3)cc2)c1 | 5 | 0 | -4 | 1 | 7 | 0 | 6 | 3 | 5
COCCCNC(=O)COc1ccc(S(=O)(=O)NCc2ccccc2)cc1Cl | -4 | 3 | 0 | -2 | 7 | 1 | 4 | 0 | -5
CSc1cccc(NC(=S)N(CCC(C)C)C(C)c2ccncc2)c1 (stereo unspecified) | -1 | -3 | 3 | -1 | 7 | -1 | 6 | 1 | 4
CCC(C)(C)NC(=O)c1ccc(Br)o1 | 4 | 11 | -4 | 1 | 9 | 2 | 7 | 3 | 2
O=C(O)c1ccccc1C(=O)c1ccc2c(c1)N(Cc1cccc(F)c1)C(=O)CO2 | 2 | 0 | 0 | -1 | 4 | -2 | -5 | 2 | 6
Cc1ccc(S(=O)(=O)N2CCOCC2)cc1NC(=O)COC(=O)c1ccc(Cl)nc1 | / | / | / | 3 | 6 | / | 4 | 5 | 0
O=c1[nH]cccc1-c1nc2ccccc2n1Cc1ccccc1F | 4 | -4 | -4 | 3 | 0 | 0 | 6 | 2 | -2
CCn1nc(C(=O)OCC(=O)NCC(C)C)c2ccccc2c1=O | -1 | 6 | 0 | 1 | 7 | -3 | 6 | 4 | 7
CCCCOc1ccccc1C(=O)N(Cc1ccc(C)o1)C1CCS(=O)(=O)C1 (stereo unspecified) | 2 | -6 | 4 | 3 | 6 | -3 | -5 | 0 | 2
O=c1ccc(Oc2nc(N3CCOCC3)nc(N3CCOCC3)n2)nn1-c1ccccc1 | 11 | 5 | -1 | 1 | -1 | 2 | 21 | 8 | 1
Cc1n[nH]c(=O)n1-c1cccc(C(F)(F)F)c1 | 6 | -4 | -1 | -5 | 10 | -3 | 12 | -1 | -6
O=C(O)c1ccc(Cl)c(NC(=O)C2CCCN2S(=O)(=O)c2cccc3nsnc23)c1 (stereo unspecified) | 0 | -3 | 2 | 1 | 5 | -3 | 69* | -2 | -5
CC(NC(=O)c1cc(-c2ccc3c(c2)OCO3)nc2ccccc12)C(C)(C)C (stereo unspecified) | -3 | -3 | -2 | 3 | 7 | -2 | -9 | 4 | -2
COc1ccc(NS(=O)(=O)c2ccc(N3CCN(CCO)CC3)c([N+](=O)[O-])c2)cc1 | 5 | 5 | 1 | 2 | -2 | 1 | 4 | 23 | -1
Cc1ccc(NC(=O)CCN2C(=O)c3ccccc3Sc3ncccc32)cc1 | -2 | -2 | 1 | 2 | 11 | 1 | 9 | -2 | -5
O=C(CN1CCCCCC1)Nc1cccc(NC(=O)CN2CCCCCC2)c1 | 6 | 7 | 2 | 7 | 7 | 3 | -8 | 4 | -3
CCOC(=O)C1=C(C)Nc2ccccc2N=C1NC(=O)Cc1ccc(Br)cc1 | 4 | 5 | -4 | -2 | 4 | 6 | 3 | 0 | 0
COc1ccc(C)cc1S(=O)(=O)N1CCN(Cc2ccccc2)CC1 | -5 | 3 | 3 | 3 | 1 | 0 | 12 | -1 | -2
COCCN(C(=O)c1ccco1)c1nnc(-c2ccc(OC)cc2)s1 | 1 | 8 | -1 | -3 | 5 | 0 | 6 | 2 | -1
c1ccc(CC2CCN(C(c3cccs3)c3nnnn3C3CCCC3)CC2)cc1 (stereo unspecified) | 4 | 1 | -2 | 6 | 5 | 2 | 18 | -3 | 3
Cc1ccnc(NS(=O)(=O)c2ccc(NC(=O)C3CCCCC3C(=O)O)cc2)n1 (stereo unspecified) | -2 | 0 | -4 | 0 | 5 | 3 | -5 | 0 | 0
Cc1csc(NC(=O)c2nn(C)c(C)c2[N+](=O)[O-])n1 | -1 | 3 | -2 | -2 | 4 | 2 | 11 | -2 | 2

The list continues:
SMILES | GSTO1 counter | LYPLA2 inh | PME-1 inh | PAFAH1B2 FP inh | PAFAH1B3 FP inh | LYPLA1 inh | PREPL inhibitor | pPAFAH inh | PAD4 FP inh
COc1cc2cc(CN(CCO)C(=O)c3cccs3)c(=O)[nH]c2cc1OC | 4 | 7 | -2 | -2 | 6 | 0 | 16 | 2 | 1
COc1ccc(N(C(=O)c2snc(C(N)=O)c2N)C(C(=O)NC2CCCC2)c2cccs2)c(OC)c1 (stereo unspecified) | -1 | -2 | 0 | 3 | 5 | 1 | 8 | 0 | 1
NC(=O)c1ccc(NC(=O)CCCc2nc(-c3ccccc3Cl)no2)cc1 | 3 | 1 | 3 | 0 | 1 | 1 | 6 | -2 | -4
O=C1C=C(c2ccccc2)C[C@@H](c2ccc3c(c2)OCO3)C1 | / | 18 | 11 | 5 | 2 | -3 | 3 | 3 | -2
Cn1c(COc2cccc3ccccc23)nnc1SCC(=O)OC1CCCCC1 | -8 | 1 | -1 | 1 | 2 | 5 | 20 | 9 | -1
CC1=NN(c2nc(-c3ccc(C)cc3)cs2)C(=O)C1N=Nc1cccc(C)c1 (stereo unspecified) | 21 | 5 | 8 | 3 | -1 | 1 | 10 | 10 | 1
C#CCn1c(=NC(=O)c2ccco2)sc2cccc(Cl)c21 | 5 | 2 | -3 | 4 | 2 | 3 | -14 | -3 | -5
CCCN(CCC)CCNC(=O)C1c2ccccc2C(=O)N(CCOC)C1c1ccc(F)cc1 (stereo unspecified) | 1 | 2 | -6 | 3 | 1 | 0 | 15 | 3 | 1
Cc1ccccc1NC(=O)CSc1ccc(-c2ccccn2)nn1 | 1 | 23 | 0 | 3 | 9 | -4 | 16 | 1 | 3
O=C(NCc1ccccc1)C1=C[C@@H](c2ccc(C(F)(F)F)cc2)C[C@@H](OCCCCO)O1 | 6 | 6 | -1 | 6 | -4 | 2 | -42 | 5 | -4
O=C1COc2ccc(C(=O)COC(=O)c3ccccn3)cc2N1 | 2 | 8 | -2 | 8 | 5 | -1 | -10 | -4 | 0
COc1ccccc1CN(C)C(=O)c1cc(-c2cccs2)nc2ccccc12 | -7 | -6 | 4 | -2 | -2 | -3 | -7 | 8 | 7
CCn1c(SCC(=O)c2c(N)n(C3CC3)c(=O)[nH]c2=O)nc2cc(S(N)(=O)=O)ccc21 | / | -5 | -3 | -1 | 0 | -2 | -7 | 0 | 8
Cc1cc(Cc2cc(C)c(N)cc2C)c(C)cc1N | 0 | -8 | 3 | 3 | -3 | -2 | 7 | 1 | 1
O=C(Nc1ccc(Cl)cn1)C1CC1 | 7 | -1 | 1 | 3 | 3 | -3 | 1 | 3 | -2
CCOC(=O)C1(CCCc2ccccc2)CCN(S(C)(=O)=O)CC1 | 2 | -3 | 9 | 3 | 9 | 2 | 11 | -2 | -6
CCCc1cc(-c2n[nH]c(=S)n2-c2cccc(C)c2)cs1 | -9 | 1 | -2 | 9 | 12 | 2 | -5 | 4 | -2
COc1cc2c(cc1OC)CN(CC(=O)Nc1ccccc1C#N)CC2 | -1 | 1 | 9 | -1 | 9 | 0 | 3 | 8 | -5
CN(c1ccccc1)S(=O)(=O)c1ccc(NC(=O)c2ccco2)cc1 | -3 | -6 | -1 | 8 | 5 | -2 | -3 | 0 | 1
CN(CCO)c1ncnc2nc[nH]c12 | 7 | 2 | -1 | 3 | 4 | -2 | -5 | -2 | -5
CCN1CCCC1CNC(=O)c1ccc2c(=O)n(CCOC)c(=O)[nH]c2c1 (stereo unspecified) | -3 | -3 | 4 | 6 | 10 | -4 | 1 | 2 | 2
Cc1ccc(CN2CCN(C(=O)CC(C)C)CC2)cc1 | -1 | 1 | -8 | 2 | 4 | -3 | 6 | -3 | -3
O=C(Nc1cccc(F)c1)c1coc(=O)c(Br)c1 | 5 | 12 | 6 | 1 | -4 | 4 | -2 | 2 | -2
CC(/C=C1\SC(=S)N(NC(=O)c2ccc(O)cc2)C1=O)=C\c1ccccc1 | 7 | -7 | -7 | 1 | -6 | -7 | 12 | 11 | -9
Cc1cc(O)cc(O[C@H]2OC(CO)[C@H](O)[C@@H](O)[C@H]2O)c1 (stereo partly specified) | 1 | 6 | 1 | 2 | 8 | 3 | 13 | -2 | -7

(next part)
SMILES | GSTO1 counter | LYPLA2 inh | PME-1 inh | PAFAH1B2 FP inh | PAFAH1B3 FP inh | LYPLA1 inh | PREPL inhibitor | pPAFAH inh | PAD4 FP inh
COc1ccc(C2=C(CN(C)C)C(c3ccccc3)c3ccccc3O2)cc1 (stereo unspecified) | 9&1 | -5&10 | 3&-8 | 7 | 4 | 0&2 | -1&-10 | 2&0 | -3&-6
COc1cc(Cl)ccc1OCc1cc(C(=O)N2C[C@@H]3CCC[C@H]2C3)no1 | -3 | 10 | 8 | 7 | 2 | 3 | 11 | 4 | 1
Cc1cc(-n2c(C)cc(C(=S)N3CCOCC3)c2C)ccc1Br | -1 | 7 | 6 | -2 | 2 | 1 | 23 | 10 | 0
COc1ccc(NS(=O)(=O)c2ccc3ccccc3c2)c2ncccc12 | 15 | -7 | -4 | 7 | 9 | -2 | 9 | 3 | -2
COc1ccc(/C=C/c2c(-c3ccc(OC)cc3)sc3cc(OC)c(OC)cc23)cc1 | / | / | / | 7 | 6 | / | 3 | 3 | -1
O=C(c1cccc(C(F)(F)F)c1)C1CCCN(C(=O)c2cc(C3CC3)[nH]n2)C1 (stereo unspecified) | 7 | 8 | 3 | 23 | 8 | 1 | 41 | 6 | -2
CC(=Nc1ccccc1)C1=C(O)COC1=O | 11 | 3 | -1 | 0 | 0 | -1 | -2 | 5 | -9
O=C(NC1CCN(C(=O)NC2CCCCC2)CC1)c1cccc(F)c1 | 9 | 2 | 0 | -5 | -4 | 5 | 3 | 4 | 1
CCOC(=O)c1sc2nccc(OC)c2c1N=CNOC | -1 | -6 | -2 | -1 | 1 | -2 | -1 | -2 | -1
Cc1nc(SCC(=O)NCCc2ccccc2)c2c(=O)n(C)c(=O)n(C)c2n1 | 19 | 3 | 5 | -1 | 6 | -2 | 6 | 4 | 1
O=C(CCCCCNC(=O)N1CCn2c1nc1ccccc12)N[C@@H](Cc1ccccc1)C(=O)O | 6 | 9 | -2 | -4 | 7 | 5 | -2 | 3 | 0
O=C(Nc1cnccn1)Nc1ccc(Cl)cc1Cl | -4 | 2 | 0 | 3 | 5 | 0 | 13 | -3 | -1
CCOC(=O)CN1CC23C=CC(O2)C(C(=O)Nc2ccc(C(C)=O)cc2)C3C1=O (stereo unspecified) | 5 | -2 | 1 | 0 | 6 | -1 | -3 | 0 | -2
CC1=C(C#N)C(c2ccccc2)C2=C(N1)c1ccccc1C2=O (stereo unspecified) | 7 | 4 | 6 | 4 | 6 | -1 | 5 | 7 | -3
O=c1c(-c2ccc(O)cc2O)coc2cc(O)cc(O)c12 | 21 | 0 | -1 | 0 | 9 | -3 | 4 | 4 | 0
Cc1cc(C)n(C(=O)c2c([N+](=O)[O-])c(C)nn2C)n1 | 0 | -2 | -6 | 2 | 3 | -1 | -5 | 10 | -1
COCn1c(-c2ccc(OC)cc2)nc2ccccc21 | 1 | 2 | -3 | 2 | 7 | -5 | 4 | -4 | 7
